RXFP1 antag – blocks the human relaxin receptor RXFP1. hit rate 0.59% among 350,000. activity change, negative = inhibition, % at 57.5 µM. HEK293-RXFP1, relaxin-stimulated cAMP HTRF, 30 min; hits give low values;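 active = activity change of -60% or lower, but not beyond a set lower limit; inconclusive = change between -60% and -40%, or beyond the set limit; inactive = change above -40%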; also: % is scaled to controls: 0 for no effect and ±100 for the full control effect
D1 antag – human D1 dopamine receptor antagonism; hit rate 3.2% among 360,000; HEK293 TREx D1 cells, calcium flux, dopamine EC80; hits give low values; AID 504652; activity change, negative = inhibition, % at 10 µM; in the data active = activity change below about -30%; also: % is scaled to controls: 0 for no effect and ±100 for the full control effect
Target sequence (P21728 whole entry, looked up): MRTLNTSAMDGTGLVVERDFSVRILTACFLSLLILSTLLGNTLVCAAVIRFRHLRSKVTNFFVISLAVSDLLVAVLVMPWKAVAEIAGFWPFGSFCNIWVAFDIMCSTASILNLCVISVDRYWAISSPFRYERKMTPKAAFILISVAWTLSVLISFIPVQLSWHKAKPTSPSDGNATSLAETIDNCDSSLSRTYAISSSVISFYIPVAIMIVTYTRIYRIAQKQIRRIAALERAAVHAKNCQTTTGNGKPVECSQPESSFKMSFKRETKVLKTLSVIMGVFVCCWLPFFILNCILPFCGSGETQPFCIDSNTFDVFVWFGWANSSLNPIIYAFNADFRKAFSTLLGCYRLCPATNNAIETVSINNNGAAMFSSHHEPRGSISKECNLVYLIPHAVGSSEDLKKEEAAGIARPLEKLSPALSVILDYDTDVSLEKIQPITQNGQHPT
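Tetracycline-induced HEK293 Trex D1 cells, force-coupled to calcium, dye-loaded; compounds added and read 180 s, then EC80 dopamine added and calcium flux tracked kinetically another 180 s.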
Vif-APOBEC3G blk – inhibitors of Vif-APOBEC3G interaction; HeLa A3G-eYFP + Vif (tagged APOBEC3G with the HIV-1 protein that degrades it), YFP fluorescence, overnight; Potency, µM (series often up to 46.1 µM), for the others: at the highest dose activity, negative = active, hits mostly inhibitors; hit rate 0.076% among 410,000;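 also: potency is read from the fitted curve at half-maximal effect; % is scaled to controls: 0 for no effect and ±100 for the full control effect; nearly all actives have a fitted effect of over 60% in size; hits raise eYFP signal because A3G escapes Vif-driven loss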
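Read-out is eYFP fluorescence (Ex 488/Em 500-530) from Vif-expressing HeLa A3G-eYFP cells; more signal means A3G escaped Vif-mediated degradation. Cells plated overnight, compound pinned in, incubated overnight at 37 deg C.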
D1 agonist – human D1 receptor agonism | P21728 | HEK293 T-REx D1 cells, calcium flux, agonist mode | activation, % at 2 µM | hit rate 1% among 360,000 | AID 504660; in the data active = activation above about 30%; also: 0% is about no effect
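Agonism was scored from calcium flux recorded over 180 s (1 read/s) after pintool compound addition, following a 10-cycle baseline. Cells were inducible force-coupled HEK293 TREx D1, plated overnight at 30 C and loaded with no-wash calcium dye.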
D2 PAM – positively modulates the human D2 dopamine receptor allosterically; P14416; HEK293 T-REx D2, calcium flux, EC20 dopamine potentiation; potentiation, % at 10 µM; hit rate 0.34% among 340,000; AID 485347;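 active = potentiation over 3 SD above the plate norm, cut at about 30% in these data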; also: 0% is about no effect
Target sequence (P14416 whole entry, looked up): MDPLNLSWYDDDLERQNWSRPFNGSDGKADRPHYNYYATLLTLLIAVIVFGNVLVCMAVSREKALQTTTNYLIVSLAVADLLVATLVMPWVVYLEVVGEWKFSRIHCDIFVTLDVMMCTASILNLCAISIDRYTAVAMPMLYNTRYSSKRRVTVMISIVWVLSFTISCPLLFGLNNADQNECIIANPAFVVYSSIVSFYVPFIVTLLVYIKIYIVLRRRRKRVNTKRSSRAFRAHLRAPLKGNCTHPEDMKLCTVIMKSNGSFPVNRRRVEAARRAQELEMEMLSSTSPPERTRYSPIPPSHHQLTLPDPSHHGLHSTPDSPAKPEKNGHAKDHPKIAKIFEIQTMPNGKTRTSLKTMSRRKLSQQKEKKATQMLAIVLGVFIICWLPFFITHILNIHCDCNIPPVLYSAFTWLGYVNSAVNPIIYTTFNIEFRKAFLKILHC
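Using a no-wash calcium dye in inducible, force-coupled HEK293 Trex cells expressing D2, we tracked fluorescence each second for 180 s after compound, then for 180 s after EC20 dopamine to detect augmented signalling.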
Vif-A3F inh – Vif-A3F binding inhibition | hit rate 0.2% among 390,000 | Potency, µM (highest dose often 46.1 µM), without a hit: at the top dose activity, negative = active | HeLa A3F-eYFP + Vif (tagged APOBEC3F with the HIV-1 protein that degrades it), YFP fluorescence increase; also: potency is read from the fitted curve at half-maximal effect; % of control where 0% means no effect; nearly all actives have a fitted effect of over 65% in size
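HeLa cells stably expressing Vif plus C-terminally eYFP-tagged A3F were seeded, incubated overnight at 37 deg C, dosed with compound, incubated overnight again at 37 deg C. Yellow fluorescence (Ex 488/Em 500-530) reported blocked Vif-mediated A3F-eYFP degradation.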
D1 PAM – enhances dopamine response at the human D1 receptor; potentiation, % at 10 µM; P21728; HEK293 TREx D1 cells, calcium flux, dopamine EC20 potentiation; AID 504651; hit rate 0.036% among 360,000; in the data active = potentiation above about 30%; also: 0% is about no effect
GRP78 ERSR act – ER stress response induction in glioma; U87-MG GRP78 promoter luciferase reporter, 16 h; Potency, µM, for inactives: top-dose activation, most hits filed as activators; hit rate 0.02% among 420,000; AID 602332; also: potency is read from the fitted curve at half-maximal effect; series mostly up to about 76 µM; % of control where 0% means no effect; nearly all actives have a fitted effect of over 35% in size
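ERSR induction read as luciferase luminescence (Bright-Glo, 10 min at room temperature) in stably transfected human U87-MG glioma cells exposed to compounds for 16 h, using GRP78 as sensor.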
RXFP1 ag – activates the human relaxin receptor RXFP1; Q9HBX9; HEK293T-RXFP1 cAMP TR-FRET, 30 min; response scale: percent of porcine relaxin response, buffer zero; Potency, µM (top dose mostly 57.5 µM), for inactives: at the highest dose activation, most hits filed as activators; hit rate 0.3% among 370,000; AID 2676; also: potency is read from the fitted curve at half-maximal effect; % is scaled to controls: 0 for no effect and ±100 for the full control effect; nearly all actives have a fitted effect of over 60% in size; many of its hits are not listed in these tables
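HEK293 cells stably expressing RXFP1, treated 30 min at 37C with compounds plus PDE4 inhibitor Ro 20174; cAMP measured by HTRF TR-FRET. Normalized to buffer and 29 nM porcine relaxin; EC50 by Hill fit.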
* marks the source's active call; other numbers are inactive results; ? = inconclusive; . = not tested or not shown; & = joins results of further samples. Unless noted, calls follow the shape of the dose curve; as a rule, active = well fitted curve in the direction sought with a large enough effect; inconclusive = small, poorly fitted or top-dose-only effect, or another doubt; inactive = no such curve, though single readings can be large; an effect the other way counts as inactive or inconclusive.

no.	SMILES	D1 antag	GRP78 ERSR act	RXFP1 antag	Vif-APOBEC3G blk	D1 PAM	D1 agonist	RXFP1 ag	D2 PAM	Vif-A3F inh
1	O=S(=O)(c1ccc(Oc2ccccc2)cc1)N1CCOCC1	-7	-1%	2	-1%	-1	10	-0.1%	16	-3%
2	Cc1cc([N+](=O)[O-])ccc1NC(=S)NC1CCCC1	2	6%	-4	1%	-4	3	1.7%	-1	2%
3	CCOc1ccccc1NC(=O)Cn1c(=O)n(Cc2ccco2)c(=O)c2ccc(C(=O)NC3CCCC3)cc21	12	-1%	.	-4%	1	3	5.6%	2	-29%
4	COc1ccc2cc(CN(CC3CCCO3)C(=S)NCc3ccco3)c(=O)[nH]c2c1 (stereo not drawn)	-10	2%	-29	-4%	-1	0	0.4%	-12	0%
5	Cc1noc(C)c1C(=O)OCC(=O)/C=C1/N(C)c2ccccc2C1(C)C	.	1%	-1	0%	.	.	.	.	-19%
6	Cc1cc(C)c(NC(=O)C(C)N2CCCCCC2)c(C)c1 (stereo not drawn)	1	-2%	4	-2%	2	8	-1.0%	1	-8%
7	COc1ccc(C(CNc2ccc(S(C)(=O)=O)cc2[N+](=O)[O-])N(C)C)cc1OC (stereo not drawn)	-6	0%	-19	1%	4	0	3.3%	-9	3%
8	CCOC(=O)NC(=O)CSc1ccc(S(=O)(=O)N(C)C2CCCCC2)cn1	-7	-4%	-13	2%	-7	-1	-3.2%	1	-5%
9	Cc1ccc(N2C(=O)C3Sc4[nH]c(=O)sc4C(c4ccccc4)C3C2=O)cc1 (stereo not drawn)	16	-2%	-11	1%	-1	2	-0.9%	-2	4%
10	COCCNC(=S)N(CCc1c(C)[nH]c2ccc(F)cc12)Cc1ccco1	-14	-4%	5	-13%	-2	7	0.4%	2	-2%
11	Cc1ccc(C2CC(=O)Oc3cc(O)ccc32)cc1 (stereo not drawn)	-30*	3%&-3%	.	0%	-5	5	-0.3%	-7	-3%
12	NC(N)=Nc1ccc(C=C2C=Cc3ccccc32)cc1	.	-13%	-24	-18%	.	.	.	.	-6%

An excerpt of these results, in transposed form.
11	Cc1ccc(C2CC(=O)Oc3cc(O)ccc32)cc1 (stereo not drawn)
12	NC(N)=Nc1ccc(C=C2C=Cc3ccccc32)cc1

assay / entry | 11 | 12
D1 antag | -30* | .
GRP78 ERSR act | 3%&-3% | -13%
RXFP1 antag | . | -24
Vif-APOBEC3G blk | 0% | -18%
D1 PAM | -5 | .
D1 agonist | 5 | .
RXFP1 ag | -0.3% | .
D2 PAM | -7 | .
Vif-A3F inh | -3% | -6%

(further entries)
no.	SMILES	D1 antag	GRP78 ERSR act	RXFP1 antag	Vif-APOBEC3G blk	D1 PAM	D1 agonist	RXFP1 ag	D2 PAM	Vif-A3F inh
13	CC(C)c1onc(C(=O)NCc2ccc(F)cc2)c1[N+](=O)[O-]	-13	-1%	2	1%	-5	4	-0.2%	0	-8%
14	Cc1nnsc1C(=O)Nc1ccc(Cl)cc1Cl	-19	-1%	-1	0%	3	4	-0.3%	-3	-28%
15	O=C(CSc1ccccc1)N/N=C/c1ccccc1O	-4	3%	1	3%	-8	8	0.3%	10	-4%
16	Cc1ccc(NC(=O)COC(=O)c2nn(C)cc2Cl)cc1	-22	-4%	3	2%	-6	2	3.2%	-19	-2%
17	CC(C)NC(=O)Cn1c(SCC(=O)c2ccc(F)cc2)nc2ccccc21	5	0%	5	-6%	-8	-1	0.2%	10	-3%
18	Fc1cccc(NC(=S)NCC(c2cccnc2)N2CCOCC2)c1 (stereo not drawn)	1	-5%	-6	-4%	7	1	-2.0%	-3	2%
19	COc1ccccc1CN(C)CC(=O)Nc1ccc(Cl)cc1F	-12	-1%	-8	2%	-3	8	1.4%	-6	0%
20	Cc1ccc(C)n1-c1nnc(N2CCCC(C(=O)NCc3cccc(Br)c3)C2)s1 (stereo not drawn)	2	-2%	.	3%	0	0	3.6%	13	5%
21	Cc1[nH]oc(=O)c1N=Nc1ccccc1	-7	-6%	-2	-7%	-6	4	0.7%	4	-11%
22	O=C(c1ccc(Br)cc1)N1CCN(CCc2ccncc2)CC1	-5	-1%	3	6%	3	2	-1.8%	0	0%
23	C[C@@H]1CN([C@H](C)CO)C(=O)CCCn2nncc2CO[C@H]1CN(C)Cc1ccc(O)cc1	.	-4%	-2	-5%	.	.	.	.	-2%
24	O=C1CC(c2cccc([N+](=O)[O-])c2)c2ccc3ccccc3c2N1 (stereo not drawn)	7	-4%	12	1%	10	2	4.2%	-2	7%
25	COc1ccccc1N1CCN(S(=O)(=O)c2ccc3c(c2)n(C)c(=O)n3C)CC1	-47*	-5%	-4	0%	-4	2	1.2%	6	3%
26	O=C(N/N=C/c1cccc([N+](=O)[O-])c1)c1cccs1	-7	7%	-2	1%	-4	2	1.9%	0	-2%
27	O=C(CNc1ccc(Br)cc1)Nc1ccc(S(=O)(=O)N2CCCCC2)cc1	.	-2%	-3	-3%	.	.	.	.	-7%
28	CC1N(C(=O)N2CCOCC2)CCN1S(=O)(=O)c1ccc(Cl)cc1 (stereo not drawn)	1	-2%	-4	0%	6	4	-1.0%	0	-7%
29	CN(CC(=O)NNC(=O)CNC(=O)c1ccccc1Cl)S(=O)(=O)c1ccc(Cl)cc1	-11	-5%	-20	1%	-4	0	-0.4%	.	1%
30	Cn1ccnc1SCC(=O)c1ccc2ccccc2c1	-7	-8%	-5	-6%	-3	0	3.6%	-4	2%
31	COc1ccc(NC(=O)CCCn2cnc3ccccc3c2=O)cc1	10	3%	-17	1%	-2	4	8.0%	5	16%
32	COCCCn1c(C(=O)Nc2ccc3c(c2)OCO3)cc2c(=O)n3ccccc3nc21	5	-2%	5	-1%	-3	0	18%	12	0%
33	Cc1ccccc1N1CC(c2nc3ccccc3[nH]2)CC1=O (stereo not drawn)	0	-4%	0	2%	-1	1	0.7%	.	0%
34	CN1CCN(C(=O)CC2C(=O)NCCN2Cc2ccc(-c3ccccc3)cc2)CC1 (stereo not drawn)	5	1%	-4	-3%	-2	2	-1.6%	.	-22%
35	Cc1cc2oc(=O)cc(COC(=O)c3n[nH]c4ccccc34)c2cc1C	-5	9%	2	-1%	0	-1	4.0%	3	?
36	O=C(C1CCCN(S(=O)(=O)c2ccc(Br)s2)C1)N1CCN(c2ccccc2F)CC1 (stereo not drawn)	-8	-1%	2	-2%	1	2	0.1%	15	-1%
37	Cc1ccccc1NC(=S)N(CCCN1CCOCC1)Cc1cccnc1	-3	-4%	11	0%	-1	0	-2.6%	9	7%
38	CC(=O)c1sc(NC(=O)c2cccnc2Cl)nc1C	13	-2%	-6	1%	1	2	1.8%	4	-4%
39	CN(C)CCN1C(=O)C(=O)/C(=C(/O)c2ccc(F)cc2)C1c1ccccc1 (stereo not drawn)	-4	-3%	-12	-4%	-8	2	0.0%	-13	-1%
40	Cc1cccc(-c2ccc3[nH]c4c(c3c2)CCN2C[C@@H]([C@H](C)O)[C@@H](N(C)C(=O)Nc3ccc(F)cc3)C[C@@H]42)c1	.	-12%	-3	-12%	.	.	.	.	-11%
41	C#CCOCCOCCOCCNc1nc(N2CCN(C(=O)C([C@@H](C)CC)n3cc(C(N)CO)nn3)CC2)nc(N2CCN(C(=O)[C@H](CCC(=O)O)n3cc(C(N)Cc4ccc(O)cc4)nn3)CC2)n1 (stereo partly drawn)	3	.	.	.	-5	2	0.0%	11	.
42	COc1ccc(OC)c(S(=O)(=O)N2CCC(C(=O)N3CCN(Cc4ccccc4)CC3)CC2)c1	-3	-2%	-11	-2%	-4	5	0.2%	-10	2%
43	CCOc1ccc(-c2noc(CCC(=O)NCCc3ccccc3)n2)cc1OC	39	0%	2	0%	-1	1	4.1%	-4	1%
44	CNc1nc(-c2cccs2)cc(C(F)(F)F)c1C#N	-5	0%	9	?	2	2	8.3%	-5	-12%
45	COc1ccc(N/C=C(\C#N)c2nc3ccccc3n2C)c(OC)c1	1	1%	2	-10%	-10	1	1.6%	13	-9%
46	CCC(C(=O)NC1CCCC1)N(C(=O)Cn1nnc(-c2ccc(OC)c(OC)c2)n1)C1CCCCC1 (stereo not drawn)	0	-3%	15	0%	-6	3	4.6%	-6	3%

In the list so far, these contain a Cl atom.
no.	SMILES	D1 antag	GRP78 ERSR act	RXFP1 antag	Vif-APOBEC3G blk	D1 PAM	D1 agonist	RXFP1 ag	D2 PAM	Vif-A3F inh
14	Cc1nnsc1C(=O)Nc1ccc(Cl)cc1Cl	-19	-1%	-1	0%	3	4	-0.3%	-3	-28%
16	Cc1ccc(NC(=O)COC(=O)c2nn(C)cc2Cl)cc1	-22	-4%	3	2%	-6	2	3.2%	-19	-2%
19	COc1ccccc1CN(C)CC(=O)Nc1ccc(Cl)cc1F	-12	-1%	-8	2%	-3	8	1.4%	-6	0%
28	CC1N(C(=O)N2CCOCC2)CCN1S(=O)(=O)c1ccc(Cl)cc1 (stereo not drawn)	1	-2%	-4	0%	6	4	-1.0%	0	-7%
29	CN(CC(=O)NNC(=O)CNC(=O)c1ccccc1Cl)S(=O)(=O)c1ccc(Cl)cc1	-11	-5%	-20	1%	-4	0	-0.4%	.	1%
38	CC(=O)c1sc(NC(=O)c2cccnc2Cl)nc1C	13	-2%	-6	1%	1	2	1.8%	4	-4%

This is a subset. The share of hits here may be higher or lower than overall.
